ERp5 inh: inhibitors of ERp5-driven insulin aggregation, primary screen, biochemical, turbidity, absorbance 650 nm, single point; 350,000 tested, 0.05% active; 90 min; Protein disulfide-isomerase A6 (Homo sapiens), Q15084; inhibition, % at 9.99 µM;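 active = mean replicate inhibition above about 25%, with every replicate also reaching it, limit read from the data, passing the limit was not always enough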
Target sequence (Q15084 whole entry, looked up): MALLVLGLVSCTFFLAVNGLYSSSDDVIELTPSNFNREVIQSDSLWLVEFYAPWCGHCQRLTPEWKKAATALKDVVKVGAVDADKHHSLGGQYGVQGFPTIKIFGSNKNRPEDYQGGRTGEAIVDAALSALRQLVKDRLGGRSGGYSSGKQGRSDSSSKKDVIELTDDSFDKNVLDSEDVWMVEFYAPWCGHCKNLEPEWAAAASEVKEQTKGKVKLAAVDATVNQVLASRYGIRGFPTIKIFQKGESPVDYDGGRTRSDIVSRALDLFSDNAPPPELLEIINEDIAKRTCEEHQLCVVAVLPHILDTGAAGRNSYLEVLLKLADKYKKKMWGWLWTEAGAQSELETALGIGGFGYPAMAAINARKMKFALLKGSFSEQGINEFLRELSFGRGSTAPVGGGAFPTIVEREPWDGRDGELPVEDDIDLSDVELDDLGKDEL
esBAF inh: Bmi1 luciferase reporter increase in mESCs, primary screen, esBAF inhibitor project, mouse ES cells, Bmi1 luciferase knock-in, single point; 24 h; 100% = twice the neutral-well signal; 350,000 tested, 2% active; reporter increase, % at 12.5 µM; in the data active = activation above about 40%;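 note: 0% = median of the plate's neutral control wells and 100% = double that signal; a rise in the Bmi1 reporter signal indicates esBAF inhibition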
C2C12 statin: suppressors of statin myotoxicity in C2C12 myotubes, primary screen, cell-based, single point, plate reader; 330,000 tested, 0.78% active; rescue of ATP level, % at 7.49 µM; C2C12 myotubes + simvastatin, ATP luminescence, 48 h; scaled: DMSO 0, geranylgeraniol control 100;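 active = mean ATP rescue above about 67%, or every replicate alone reaching that limit, limit read from the data, passing the limit was not always enough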;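 note: myotubes were challenged with 10 µM simvastatin during compound exposure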
Cneo AK release: Cryptococcus neoformans cell lysis inducers, primary screen, AK release luminescence, single concentration; C. neoformans lysis, adenylate kinase release luminescence, 4 h; normalised: neutral wells 0, clomiphene wells 100; lysis activity, % at 15 µM; 360,000 tested, 0.2% active; AID 651654, 2012;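 active = mean lysis activity across replicates of at least 80%, whatever share of replicates individually reach that level; inactive = mean lysis activity below 80%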
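Test system: log-phase Cryptococcus neoformans yeast cells. Input: 5 × 10^6 yeast cells/mL. Medium: fresh YPD growth medium. Doses: single dose. Incubation: static 4 h at 37 °C with compound, 1 h detection. Measured by: luminescent adenylate kinase detection reagent. Read-out: signal increase indicating cell lysis. Benchmarks: Clomiphene.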
SIRT5 inh: SIRT5 desuccinylase inhibitors, primary screen, biochemical, fluorescence imaging, single point, set 5 | NAD-dependent protein deacylase sirtuin-5, mitochondrial (Homo sapiens), Q9NXA8 | Purified SirT5, succinyl-peptide AMC, trypsin-coupled fluorescence | inhibition, % at 15 µM | 330,000 tested, 1.1% active; in the data active = inhibition above about 15%
Target sequence (Q9NXA8 whole entry, looked up): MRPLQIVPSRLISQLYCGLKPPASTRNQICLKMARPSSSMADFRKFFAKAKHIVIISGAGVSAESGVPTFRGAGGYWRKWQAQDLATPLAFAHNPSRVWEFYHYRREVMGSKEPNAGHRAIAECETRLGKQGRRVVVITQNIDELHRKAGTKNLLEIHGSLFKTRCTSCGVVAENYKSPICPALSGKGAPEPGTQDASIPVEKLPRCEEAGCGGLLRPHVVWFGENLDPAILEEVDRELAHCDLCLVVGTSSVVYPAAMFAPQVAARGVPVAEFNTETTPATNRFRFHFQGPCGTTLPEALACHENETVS
miR-122 sensor: miR-122 Renilla sensor signal increase in Huh7, primary screen, miR-122 inhibitor project, cell-based, single point, plate reader; 340,000 tested, 0.3% active; Huh7 miR-122 Renilla luciferase sensor, 48 h; neutral wells = 0, positive control = 100; activation (reporter increase), % at 12.5 µM; AID 602342, 2012;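 active = mean replicate activation score at least 90 and every replicate individually at or above 90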;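 note: higher luciferase means less miR-122 activity so hits act as miR-122 inhibitors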
ARNT-TACC3 inh: disruptors of ARNT/TACC3 protein interaction, primary screen, biochemical, AlphaScreen, single concentration | Transforming acidic coiled-coil-containing protein 3 (Homo sapiens), Q9Y6A5 | AlphaScreen His-ARNT PAS-B/GST-TACC3 binding, luminescence; TACC3 fragment carries E629A point mutation | inhibition, % at 9.99 µM | 390,000 tested, 0.66% active | AID 623870, 2012;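 active = mean inhibition of replicates at least 50% and at least half of replicates each reaching 50%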;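 note: 0% = complete ARNT plus TACC3 wells and 100% = ARNT alone without TACC3; many hits fall short of the cut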
* hit, by the source's call; nt = no result given; & = joins results of further samples; [ ] = dose if it differs, or a comment.

Structure	ERp5 inh	esBAF inh	C2C12 statin	Cneo AK release	SIRT5 inh	miR-122 sensor	ARNT-TACC3 inh
CC(=O)N[C@@H]1CC[C@H](CCNC(=O)C2CC2)O[C@H]1CO	4	0	11	5	1	-4[16.7 µM]	-13
CN(C(=O)CSc1nnc2ccccn12)C1CCS(=O)(=O)C1 (stereo unspecified)	nt	nt	nt	3	nt	-1	-2
CC(=O)N1[C@@H]2CN(C(=O)c3ccc(F)cc3)c3ccccc3[C@@H]2[C@@H]1CO	nt	9	-9	0	nt	11[16.7 µM]	-2
CCCN(CCC)CCNC(=O)C1CCN(S(=O)(=O)c2cccc3nsnc23)CC1	-1	1	8	-8	-1	-2	7
O=C(Nc1ccccc1F)C1COc2ccccc2O1 (stereo unspecified)	1	2	1	7	2	8	31
CC1=C(n2nnc3ccccc32)C(c2ccccc2)C(C#N)=C(N)O1 (stereo unspecified)	nt	-6	12	3	nt	2	3
COc1cc(CNC2CCCCCCC2)cc(Cl)c1OC	1	-2	10	-2	-4	nt	8
Cc1nc2cc(Cl)ccc2n1CCO	-3	1	9	-1	-1	-6	0
N#CC1=C(N)NC(SCc2ccc(Cl)cc2)=C(C#N)C12CCCCC2	nt	nt	nt	-2	nt	8	6
COc1ccc(NC(=O)c2cccc(F)c2)cc1Cl	nt	77*	8	-3	nt	2	-1
COc1ccccc1N1CCN(C(=O)CCc2ccccc2)CC1	2	5	5	-2	-3	nt	-7
C=CCC1(NC(C)c2ccccc2)CCCCC1 (stereo unspecified)	2	nt	nt	nt	0	nt	-5
CN(C)CC(=O)N[C@H]1CC[C@@H](CC(=O)NCc2ccc(Cl)cc2)O[C@@H]1CO	-5	0	-6	1	6	nt	-21
C#CCOCCOCCOCCNc1nc(N2CCN(C(=O)[C@H](CCCN=C(N)N)n3cc(C(N)[C@@H](C)CC)nn3)CC2)nc(N2CCN(C(=O)[C@H](CCC(=O)O)n3cc([C@@H](N)CO)nn3)CC2)n1 (stereo partly specified)	-4	-5	0	-8	-1	-6	0
COCc1cc(=O)n2[nH]c(-c3cccs3)cc2n1	-1	0	-1	6	-4	-3	13
Cc1nc(S(=O)(=O)N(C)c2ccccc2)c(C#N)c(C)c1Cl	nt	5	nt	2	nt	-9	-4
O=C(Cn1cnc2ccccc2c1=O)NCC(=O)N1CCN(Cc2ccc3c(c2)OCO3)CC1	nt	-10	-3	2	nt	-5	-6
COc1ccc(S(=O)(=O)Nc2ccc3c(c2)CC(=O)N([C@H](C)CO)C[C@@H](C)[C@H](CN(C)Cc2ccc(C(=O)O)cc2)O3)cc1	-10	-8	-25	-1	-5	1[16.7 µM]	-6
CN(C)c1nc(N(C)C)n(C(=O)c2ccc(F)cc2)n1	-1	-6	7	-1	-2	5	-14
CCOc1ccc(CCN2C(=S)N([C@@H](Cc3ccc(O)cc3)CN3CCCC3CN3C(=S)NC[C@@H]3Cc3ccc(O)cc3)C[C@@H]2CC(C)C)cc1 (stereo partly specified)	9	-1	-5	5	-3	-2	0
CC(=O)Nc1ccc(NC(=O)C(C)OC(=O)[C@@H]2CCCN2C(=O)c2cccs2)cc1 (stereo partly specified)	2	-7	-1	-1	nt	-1	-5
C[C@@H](O)C(C(=O)N1CCNCC1)n1cc([C@@H](N)CCCCN)nn1 (stereo partly specified)	0	-8	-1	0	-5	nt	2
COCC#Cc1ccc([C@@H]2[C@H](C#N)N(C(=O)Cc3ccccc3)[C@H]2CO)cc1	1	4	-7	-2	0	nt	-5
CC(C)C(=O)Nc1ccc2c(c1)C(=O)N(C)[C@@H]1CC[C@@H](CC(=O)NC3CCCC3)O[C@@H]1CO2	nt	8	31	nt	nt	-22[16.7 µM]	nt
N#C/C(=C\c1cn(-c2ccccc2)nc1-c1cccnc1)c1nnc2n1CCCCC2	nt	-2	0	-1	nt	-8	-3
Cc1ccccc1NC1C=CS(=O)(=O)C1 (stereo unspecified)	nt	0	8	0	nt	-1	1
CCc1ccc2ncc(S(=O)(=O)c3ccc(C)c(C)c3)c(N3CCCC3)c2c1	nt	nt	nt	2	nt	14	-5
Cc1cccc(C)c1NC(=O)CCCSc1nc2ccccc2s1	12	6	3	4	-2	0	-19
C[C@@H]1CN([C@H](C)CO)C(=O)c2cc(NC(=O)Nc3ccc(C(F)(F)F)cc3)ccc2O[C@@H](C)CCCCO[C@@H]1CN(C)Cc1ccc2c(c1)OCO2	-4	1	nt	2	-2	-18[16.7 µM]	56*
C[C@@H]1CN([C@@H](C)CO)C(=O)c2cccc(NS(=O)(=O)c3ccc(Cl)cc3)c2O[C@@H]1CN(C)C(=O)Nc1ccc(F)cc1	0	-8	37	38	5	-1[16.7 µM]	0

Part of the list above in another layout.
CN(C(=O)CSc1nnc2ccccn12)C1CCS(=O)(=O)C1 (stereo unspecified)
  ERp5 inh: nt
  esBAF inh: nt
  C2C12 statin: nt
  Cneo AK release: 3
  SIRT5 inh: nt
  miR-122 sensor: -1
  ARNT-TACC3 inh: -2

CC(=O)N1[C@@H]2CN(C(=O)c3ccc(F)cc3)c3ccccc3[C@@H]2[C@@H]1CO
  ERp5 inh: nt
  esBAF inh: 9
  C2C12 statin: -9
  Cneo AK release: 0
  SIRT5 inh: nt
  miR-122 sensor: 11[16.7 µM]
  ARNT-TACC3 inh: -2

CCCN(CCC)CCNC(=O)C1CCN(S(=O)(=O)c2cccc3nsnc23)CC1
  ERp5 inh: -1
  esBAF inh: 1
  C2C12 statin: 8
  Cneo AK release: -8
  SIRT5 inh: -1
  miR-122 sensor: -2
  ARNT-TACC3 inh: 7

O=C(Nc1ccccc1F)C1COc2ccccc2O1 (stereo unspecified)
  ERp5 inh: 1
  esBAF inh: 2
  C2C12 statin: 1
  Cneo AK release: 7
  SIRT5 inh: 2
  miR-122 sensor: 8
  ARNT-TACC3 inh: 31

Further records follow.
Structure	ERp5 inh	esBAF inh	C2C12 statin	Cneo AK release	SIRT5 inh	miR-122 sensor	ARNT-TACC3 inh
O=S(=O)(Cc1ccccc1Cl)NCCc1ccc(F)cc1	-1	0	-2	-1	0	14	-4
O=C(O)CNC(=O)C(CS)Cc1ccccc1 (stereo unspecified)	1	-3	7	-1	-2	0	-5
O=C(NCCN1CCc2ccccc2C1)C1CCN(S(=O)(=O)N2CCC3(CC2)OCCO3)CC1	0	nt	nt	nt	-1	nt	8
COc1ccccc1N1CCN(c2nc(C)nc3c2oc2ccccc23)CC1	nt	-8	-10	11	nt	nt	-15
COc1ccccc1C(=O)Nc1ccnn1C1CCN(CCCC2CCCC2)CC1	5	-2	-1	7	2	-1	1
Cc1ccc(S(=O)(=O)N(C)C[C@@H]2Oc3ccc(NC(=O)Cc4cn(C)c5ccccc45)cc3CC(=O)N([C@@H](C)CO)C[C@H]2C)cc1	2	8	16	-3	1	-3[16.7 µM]	33
CC(C)(C)c1ccc(S(=O)(=O)N2CC(=O)Nc3ccccc32)cc1	nt	-5	13	-2	nt	3	9
COc1cccc(NC(=O)Cn2c(=O)oc3ccccc32)c1	8	nt	nt	nt	-4	nt	-3
CN(C)C(=O)C[C@H]1C[C@H]2c3cc(NC(=O)Nc4ccccc4F)ccc3O[C@H]2[C@@H](CO)O1	-11	-4	5	-3	-2	-3[16.7 µM]	-9
CNC[C@@H]1Oc2ccc(NC(=O)Nc3cccc4ccccc34)cc2CC(=O)N([C@H](C)CO)C[C@@H]1C	-5	1	22	-1	-2	-7[16.7 µM]	6
c1ccc(CC[C@@H]2CC[C@@H](CCc3ccccc3)N2)cc1	-6	-7	47	0	nt	-2	13
C[C@H]1CN([C@@H](C)CO)C(=O)c2cccc(NS(=O)(=O)c3ccc(Cl)cc3)c2O[C@@H]1CN(C)CC1CCCCC1	-1&-1	-4&18	-13&12	-2&1	-2	72[16.7 µM]	3&-5
C=CCN1C(=O)CSc2ccc(C(=O)OCC)cc21	nt	-12	5	0	nt	-5	-10
Cc1cc(C)cc(C(=O)NCC(=O)OCC(=O)Nc2ccc(C)cc2Br)c1	1	3	0	-2	-2	-5	-7
O=C(NCc1ccco1)/C(=C\c1cccs1)NC(=O)c1ccccc1	5	nt	nt	nt	1	nt	-8
O=c1ccnc2n1COCS2	-4	-2	1	14	-1	-28	1
CCn1c(C)c(C(C)=O)c(N2CCN(C(=O)c3ccco3)CC2)nc1=S	4	2	8	-1	0	-1	-1
COc1cc(/C=C(\C#N)C(=O)Nc2ccccn2)ccc1O	-4	21	3	-3	1	0	-2
CCc1nnc(NC(=O)[C@@H](NC(=O)c2ccc(C(C)(C)C)cc2)C(C)C)s1	7	9	7	1	-2	3	-2
Cc1cc(C(=O)OCC(=O)Nc2cc(S(=O)(=O)N3CCOCC3)ccc2Cl)c(C)o1	nt	nt	nt	-5	nt	-4	0
CC(C)NC(=O)N(C)C[C@@H]1Oc2c(NS(=O)(=O)c3ccc(Cl)cc3)cccc2C(=O)N([C@H](C)CO)C[C@H]1C	-1	-5	8	-1	nt	9[16.7 µM]	nt
COc1ccc(S(=O)(=O)N[C@@H]2C=C[C@H](CC(=O)O)O[C@H]2CO)cc1	7	0	0	2	-1	nt	-7
CCn1c(Cc2ccccc2)nnc1SCC(=O)Nc1ccc2c(c1)OCCO2	nt	-5	5	-1	nt	2	6
O=C(CNC(=O)Cc1cccc2ccccc12)NCc1ccc(F)cc1	1	3	17	1	-2	-1	nt
COc1ccccc1N1CCN(CC(=O)Nc2cccc(F)c2)CC1	nt	6	nt	1	nt	6	0
Cc1cccc(N2CCN(CC(=O)N(C3CCCC3)C3CCS(=O)(=O)C3)CC2)c1C (stereo unspecified)	3	-3	-3	1	-2	nt	6
COc1cccc(N/C(SCc2ccccc2F)=C(/C#N)C(=O)NCc2cccs2)c1	nt	9	1	3	nt	9	-10
O=C(C[C@H]1CC[C@H](NC(=O)C2CCC2)[C@@H](CO)O1)NC1CCCCC1	1	2	-1	2	3	nt	1
Cn1c2c(c(=O)n(C)c1=O)C(c1ccccc1Cl)CC(=O)N2 (stereo unspecified)	-3	2	2	3	1	0	-10
C[C@H]1CN([C@@H](C)CO)C(=O)c2cc(NC(=O)C3CCCCC3)ccc2O[C@H]1CN(C)C(=O)Nc1ccc(F)cc1	-3	-5	18	37	0	-11[16.7 µM]	-22
CC(C)C(=O)NNc1nc2ccccc2s1	4	92*	15	0	-3	-7	-24
Cc1cc(C)cc(N2Cc3ccccc3C2)c1	2	0	-1	5	-3	-4	-31

Source: PubChem
